NCOA2 inhibitor – inhibits human steroid receptor coactivator 2 | Q15596 | AID 651957 | inhibition, % at 9 µM | 370,000 tested, 0.17% active | HEK293 GAL4-SRC2 luciferase reporter, luminescence;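 active = inhibition above the mean inhibition of all tested compounds plus 3 SD, set per campaign, cut at about 52% in these data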;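 note: 0% = DMSO treated cells and 100% = cells given Gossypol at 36 µM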
EBV LMP1 NFkB – Epstein-Barr LMP1 NF-kappaB reporter inhibition; LMP1-induced NF-kappaB luciferase reporter cells, luminescence; inhibition, % at 12.5 µM; 350,000 tested, 0.69% active; in the data active = inhibition above about 41%; inconclusive = no clear call, values can overlap the other calls;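 note: 0% = neutral control wells and 100% = reference inhibitor control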
NR5A2 inv ag – suppresses constitutive activity of human LRH-1. O00482. HEK293T StAR-luciferase reporter, LRH-1 transfected, 24 h. inhibition, % at 3.6 µM. 360,000 tested, 0.13% active. AID 602396;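 active = inhibition above the mean inhibition of all tested compounds plus 3 SD, cut at about 73% in these data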;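 note: 0% = DMSO wells and 100% = reporter-only cells lacking LRH-1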
NOD2-RIPK2 inh – blocks binding of human NOD2 to RIPK2. CHO BLA complementation NOD2-RIPK2, CCF4 ratio. 360,000 tested, 0.38% active. AID 624267. inhibition, % at 4.98 µM. O43353; in the data active = inhibition above about 21%;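 note: 0% = vehicle only and 100% = reference blocker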
SRC3 inh – human NCOA3 inhibition | Q9Y6Q9 | HEK293 GAL4-SRC3 luciferase reporter, luminescence | inhibition, % at 3.6 µM | 360,000 tested, 0.17% active;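 active = inhibition above a per-campaign cutoff, the mean of all compounds plus 3 SD, cut at about 60% in these data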;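 note: 0% = DMSO-treated cells and 100% = gossypol-treated cells at 36 µM; higher means less SRC3-driven luciferase light from the GAL4 reporter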
Target sequence (Q9Y6Q9 whole entry, looked up, the tested form may be a part): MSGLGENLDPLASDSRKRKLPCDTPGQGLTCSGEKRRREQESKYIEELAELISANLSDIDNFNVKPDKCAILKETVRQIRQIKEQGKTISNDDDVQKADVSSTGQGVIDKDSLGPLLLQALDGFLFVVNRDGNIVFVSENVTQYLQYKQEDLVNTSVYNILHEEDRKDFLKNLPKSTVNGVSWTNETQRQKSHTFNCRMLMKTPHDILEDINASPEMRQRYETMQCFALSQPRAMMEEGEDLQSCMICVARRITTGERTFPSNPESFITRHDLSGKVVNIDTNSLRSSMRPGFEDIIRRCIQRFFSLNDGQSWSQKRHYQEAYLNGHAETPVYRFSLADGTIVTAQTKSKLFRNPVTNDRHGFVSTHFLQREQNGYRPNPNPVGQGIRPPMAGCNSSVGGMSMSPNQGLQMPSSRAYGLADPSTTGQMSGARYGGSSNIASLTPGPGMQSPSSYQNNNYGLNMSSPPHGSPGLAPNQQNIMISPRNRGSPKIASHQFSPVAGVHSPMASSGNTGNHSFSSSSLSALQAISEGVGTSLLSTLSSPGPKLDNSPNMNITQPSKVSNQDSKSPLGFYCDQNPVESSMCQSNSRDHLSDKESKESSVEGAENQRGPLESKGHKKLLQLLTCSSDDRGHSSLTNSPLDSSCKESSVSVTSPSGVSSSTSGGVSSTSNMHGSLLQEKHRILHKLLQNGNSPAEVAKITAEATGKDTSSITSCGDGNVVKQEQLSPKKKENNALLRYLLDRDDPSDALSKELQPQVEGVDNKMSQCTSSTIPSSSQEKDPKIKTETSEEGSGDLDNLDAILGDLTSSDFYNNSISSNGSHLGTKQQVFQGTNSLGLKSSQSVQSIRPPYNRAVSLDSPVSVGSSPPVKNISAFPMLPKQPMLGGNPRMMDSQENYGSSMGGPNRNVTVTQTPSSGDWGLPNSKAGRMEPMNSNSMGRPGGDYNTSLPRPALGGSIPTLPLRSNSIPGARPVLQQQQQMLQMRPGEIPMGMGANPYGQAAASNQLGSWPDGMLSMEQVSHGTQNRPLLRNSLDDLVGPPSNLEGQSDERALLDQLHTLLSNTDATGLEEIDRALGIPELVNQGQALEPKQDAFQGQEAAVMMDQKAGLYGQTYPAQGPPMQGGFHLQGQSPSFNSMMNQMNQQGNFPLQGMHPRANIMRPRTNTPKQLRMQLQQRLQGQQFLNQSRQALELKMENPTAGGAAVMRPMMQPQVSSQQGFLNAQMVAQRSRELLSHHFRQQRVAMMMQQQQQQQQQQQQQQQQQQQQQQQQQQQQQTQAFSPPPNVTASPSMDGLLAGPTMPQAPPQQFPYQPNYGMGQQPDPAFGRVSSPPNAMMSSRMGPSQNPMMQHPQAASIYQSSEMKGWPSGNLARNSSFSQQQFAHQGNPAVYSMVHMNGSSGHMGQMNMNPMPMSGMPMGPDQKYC
MC4R antagonist – blocks human MC4R cAMP signaling | P32245 | MC4R-expressing cells, MTII-stimulated cAMP, LANCE TR-FRET | inhibition, % at 6.5 µM | 360,000 tested, 0.48% active;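 active = inhibition above its plate's cutoff, the mean of tested wells on that plate plus 3 SD, cut at about 29% in these data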;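 note: 0% = Melanotan II alone and 100% = Melanotan II plus saturating MCL0020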
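Material: human MC4R-expressing U2OS cells. Probe or stimulus: Melanotan II challenge. Dosing: 6.5 µM single dose. Times: 30-min compound, 1-h challenge, 1-h detection, room temperature. Technique: TR-FRET with Eu-cAMP and labeled anti-cAMP, 671 nm. Replication: singlicate.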
SRC1 inh – inhibits human SRC1 coactivator; Q15788; HEK293 GAL4-SRC1 luciferase reporter, luminescence; inhibition, % at 3.6 µM; 360,000 tested, 0.12% active; AID 588354;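 active = inhibition above the campaign mean plus 3 SD, with each screening campaign given its own cutoff, cut at about 60% in these data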;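 note: 0% = DMSO treated cells and 100% = gossypol at 36 µM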
TLR9-MyD88 inh – inhibitors of human TLR9-MyD88 binding | 340,000 tested, 0.21% active | AID 504734 | CHO BLA complementation TLR9-MyD88, CCF4 FRET ratio | Q9NR96+Q99836 | inhibition, % at 4.98 µM;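 active = inhibition above the mean over all tested compounds plus 3 SD, cut at about 21% in these data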;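 note: 0% = DMSO only wells and 100% = clavulanate BLA inhibitor control wells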
COUP-TFII inh – NR2F2 (human) inhibition, primary screen. P24468. HEK293T NGFI-A luciferase reporter, luminescence. inhibition, % at 8.6 µM. 370,000 tested, 0.7% active. AID 686940;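 active = inhibition above a per-plate cutoff, mean inhibition of test wells between control levels plus 3 SD, cut at about 38% in these data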;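 note: cells cotransfected with COUP-TFII expression vector driving the NGFI-A reporter; 0% = median of COUP-TF2 test wells and 100% = reporter-only cells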
ABHD5-PLIN5 inh – ABHD5-PLIN5 protein interaction inhibition. Split G. princeps luciferase complementation, luminescence, 4 h. inhibition, % at 4 µM. 360,000 tested, 0.78% active. AID 602281;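 active = inhibition above the mean inhibition across every tested compound plus 3 SD, cut at about 22% in these data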;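 note: 0% = DMSO only wells and the 100% control is not disclosed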
MC4R ag barr – agonists of human melanocortin 4 receptor (MC4R) beta-arrestin; P32245; U2OS MC4R beta-arrestin complementation, luminescence; percent of melanotan II response, DMSO zero; activation, % at 8.9 µM; 360,000 tested, 0.98% active;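 active = activation above a per-plate cutoff, the mean activation of sample wells on that plate plus 3 SD, cut at about 8% in these data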
* hit, by the source's call; ? = inconclusive; · = not tested or not shown.

NCOA2 inhibitor	EBV LMP1 NFkB	NR5A2 inv ag	NOD2-RIPK2 inh	compound	SRC3 inh	MC4R antagonist	SRC1 inh	TLR9-MyD88 inh	COUP-TFII inh	ABHD5-PLIN5 inh	MC4R ag barr
13	·	20	-3	CCC(C)C(CO)NC(=O)/C=C/[C@H]1O[C@@H](n2cnc3c(NC(=O)c4ccccc4)ncnc32)[C@H](O)[C@@H]1O (some centres not stated)	10	·	6	·	12	2	·
-28	2	6	0	CCCCn1c(N)c(N(C)C(=O)c2cc3c(F)cccc3s2)c(=O)[nH]c1=O	-3	0	-11	1	-3	12	-2.8
-4	-21	-25	7	COCCNc1oc(-c2ccccc2Cl)nc1C#N	-32	-3	-64	10	-3	-2	-1.5
7	0	1	-5	CCOC(=O)CNC(=O)Cn1cnc2c(nnn2-c2cccc(OC)c2)c1=O	-4	2	22	6	-23	1	-0.8
-3	-1	15	-10	S=c1[nH]c2ccc(Cl)cc2[nH]1	3	-2	9	-7	9	-4	-1.4
1	3	-2	-2	Cc1nnc(SCC(=O)N2CCCCCC2)n(N)c1=O	8	1	-5	3	18	2	1.1
1	0	-17	-10	Cc1ccc(C(=O)NCC(=O)NCC(c2cccs2)N(C)C)cc1C (configuration not stated)	-2	3	2	2	-6	-3	0.7
-31	-13	-40	-6	Cn1ncc2cc(NC(=S)NC(=O)c3ccccc3)ccc21	-55	-3	-92	3	-27	-4	-0.5
-11	-12	-10	-2	O=C(CNC(=O)c1ccc(Br)o1)NC1CCCCCC1	-30	5	-26	0	-21	14	-2.5
6	1	-6	-3	COc1ccc(C(CNC(=O)COc2ccc(-c3ccccc3)cc2)N2CCOCC2)cc1 (configuration not stated)	15	16	7	1	13	7	2.7
-26	3	14	-7	COC(=O)[C@@]12CCCCN1[C@H](c1ccc(-c3ccccc3)c(OC)c1)[C@H]1C(=O)N(C)C(=O)[C@H]12	2	2	0	3	0	-8	-1.8
2	-10	6	6	COCCN(C(=O)c1cc2c(s1)CCCCC2)c1c(N)n(Cc2ccccc2)c(=O)[nH]c1=O	10	-1	-9	0	-7	12	-2.1
5	2	9	-4	Nc1c(C(=O)OCC(=O)NCc2ccccc2)[nH]c(=O)[nH]c1=O	5	-2	14	9	-13	-9	2.6
-25	-4	-8	2	Cc1ccc(S(=O)(=O)N(C)CC(=O)N/N=C/c2ccc(C)o2)cc1	10	11	0	2	17	0	-0.3
-6	-3	20	-1	CCCc1cc(=O)[nH]c(SCC)n1	22	12	1	1	4	13	-0.1
-22	-4	-40	-7	CC(=O)Nc1ccc(-c2csc(Nc3cc(C)ccn3)n2)cc1	-21	2	-18	9	53*	9	-2.0
-7	0	0	0	CC(NC(=O)c1ccncc1)C(c1cccs1)N1CCOCC1 (configuration not stated)	14	-7	-4	-9	-15	7	-1.0
22	·	-10	-7	CC(=O)N1N=C(c2ccco2)CC1c1cc2cc(C)ccc2nc1Cl (configuration not stated)	-4	-2	15	·	2	0	0.5
-26	-1	11	-4	COc1cccc(CNC(=S)Nc2cc(C)ccc2C)c1	11	-1	11	1	5	-7	-0.7
-13	2	5	2	CCOC(=O)c1sc2nc(CC(=O)OC)nc(NCCN3CCOCC3)c2c1C	-7	6	-8	-2	1	-4	1.0
-17	3	-14	-5	O=C(NCCc1ccccc1)C1CCC(CNS(=O)(=O)c2cccc3cccnc23)CC1 (configuration not stated)	-19	7	-5	6	-1	-5	-0.8
9	2	-21	-8	CCCC(=O)Nc1ccc(C(=O)NCc2ccccc2Cl)cc1	-8	3	-2	-2	14	6	-1.6
-2	-3	-1	-9	Cn1c(=O)c2c(nc(OC3CCCCCC3)n2C)n(C)c1=O	-9	11	-3	-4	9	3	-1.4
-24	9	2	-1	CCCCn1c(N)c(N(CC(C)C)C(=O)c2cccc(OCc3ccccc3)c2)c(=O)[nH]c1=O	0	10	-4	-5	-15	0	-1.1
-48	-16	-72	-1	O=C(CCc1nnc(CCCc2ccccc2)o1)N1CCCCCC1	-33	3	-55	-4	-40	-7	-0.3
-18	3	4	-13	CSC1=NCCN1CCOc1ccccc1	15	11	1	·	11	3	4.5
23	5	-29	7	O=C(c1ccc(-c2ccccc2)c(F)c1)C1CCCN(C(=O)c2cncs2)C1 (configuration not stated)	11	10	8	-5	-3	3	-2.0
-11	-3	-4	-5	COCCNC(=O)CN(C)S(=O)(=O)c1ccc2c(c1)OCCO2	5	-4	1	-3	-1	3	0.2
-7	6	2	-4	CC(C)C[C@@H]1CN=C(N)N1C[C@@H]1CCCN1C[C@@H](C(C)C)N1C[C@@H](Cc2ccccc2)N(CCc2ccc(Cl)c(Cl)c2)C1=N	-7	7	-12	-14	-11	6	-0.3
10	-1	3	-6	COC(=O)c1cc(Br)c(=O)n(-c2ccc(OC)cc2)c1	-7	2	-16	6	-10	5	0.0

Part of the list above, reformatted.
Compound,NCOA2 inhibitor,EBV LMP1 NFkB,NR5A2 inv ag,NOD2-RIPK2 inh,SRC3 inh,MC4R antagonist,SRC1 inh,TLR9-MyD88 inh,COUP-TFII inh,ABHD5-PLIN5 inh,MC4R ag barr
O=C(CNC(=O)c1ccc(Br)o1)NC1CCCCCC1,-11,-12,-10,-2,-30,5,-26,0,-21,14,-2.5
Cc1nnc(SCC(=O)N2CCCCCC2)n(N)c1=O,1,3,-2,-2,8,1,-5,3,18,2,1.1

Later entries:
NCOA2 inhibitor	EBV LMP1 NFkB	NR5A2 inv ag	NOD2-RIPK2 inh	compound	SRC3 inh	MC4R antagonist	SRC1 inh	TLR9-MyD88 inh	COUP-TFII inh	ABHD5-PLIN5 inh	MC4R ag barr
-5	4	-2	-2	O=C(NCC1CCCO1)c1ccc(COc2ccc(F)cc2)o1 (configuration not stated)	-10	1	-11	0	-12	10	-2.3
-13	-13	12	-14	Cn1c(Cn2c(=O)sc3ccccc32)nnc1SCC(=O)Nc1ccc(Cl)cc1	9	22	-9	-1	-5	-7	6.7
3	-1	3	-2	COc1ccccc1C1CC(=O)n2c(nc(-c3ccccc3)c2-c2ccccc2)S1 (configuration not stated)	15	3	4	-3	6	-2	0.5
11	-6	-10	-3	COC(=O)c1cc(OC)c(OC)cc1NC(=O)CCNC(=O)c1ccco1	-1	-8	-12	-6	9	-2	-0.4
12	-8	-11	5	Cc1[nH][nH]c(=O)c1C(c1c(C)[nH][nH]c1=O)c1cn(Cc2ccccc2Cl)c2ccccc12	-7	16	0	-5	-3	-14	0.0
3	-1	9	-1	CCOC(=O)CCNC(C(=O)OCC)c1ccccc1 (configuration not stated)	5	17	-14	-7	25	-3	-1.3
-11	-1	16	-13	COc1cccc(CNC(=S)Nc2cccc(Cl)c2C)c1	3	-4	-35	3	-12	-4	0.8
-10	28	1	-10	COc1ccccc1NC(=O)CSc1ncnc2c1oc1ccccc12	-4	-5	-11	2	4	5	7.6
-30	1	23	3	COc1ccc(CCC(=O)N2CCN(S(=O)(=O)c3ccc(OC)cc3)CC2)cc1	4	-5	-41	-3	5	-3	-2.8
-1	-11	-17	-10	COc1ccc(CN2CCCCC2C)cc1OC (configuration not stated)	4	9	-12	1	-2	4	-2.0

Some of these compounds in order of heavy-atom count, smallest number first.
NCOA2 inhibitor	EBV LMP1 NFkB	NR5A2 inv ag	NOD2-RIPK2 inh	compound	SRC3 inh	MC4R antagonist	SRC1 inh	TLR9-MyD88 inh	COUP-TFII inh	ABHD5-PLIN5 inh	MC4R ag barr
-1	-11	-17	-10	COc1ccc(CN2CCCCC2C)cc1OC (configuration not stated)	4	9	-12	1	-2	4	-2.0
3	-1	9	-1	CCOC(=O)CCNC(C(=O)OCC)c1ccccc1 (configuration not stated)	5	17	-14	-7	25	-3	-1.3
-11	-1	16	-13	COc1cccc(CNC(=S)Nc2cccc(Cl)c2C)c1	3	-4	-35	3	-12	-4	0.8
11	-6	-10	-3	COC(=O)c1cc(OC)c(OC)cc1NC(=O)CCNC(=O)c1ccco1	-1	-8	-12	-6	9	-2	-0.4

Additional records follow.
NCOA2 inhibitor	EBV LMP1 NFkB	NR5A2 inv ag	NOD2-RIPK2 inh	compound	SRC3 inh	MC4R antagonist	SRC1 inh	TLR9-MyD88 inh	COUP-TFII inh	ABHD5-PLIN5 inh	MC4R ag barr
15	-4	-6	-1	CC(C)COP(=O)(OCC(C)C)C(O)c1ccc(N(C)C)cc1 (configuration not stated)	19	2	1	-9	11	-2	-0.5
-37	?	-20	13	O=C1/C(=C/c2ccccc2[N+](=O)[O-])COc2ccccc21	-25	7	-44	-4	-10	58*	-3.9
-18	-5	3	5	CCCCC(O)(CCCC)C(=O)NNc1ccccc1	20	5	15	-8	14	0	0.0
·	10	7	-5	CCCCC[C@H](O)/C=C/C1=C(CCCCCCC(=O)O)C(=O)CC1	-14	2	1	-1	·	1	0.8
18	8	-20	3	CCCCOC(=O)c1ccc(NC(=O)C(=O)CC(=O)c2ccc(OC)cc2)cc1	-10	25	-11	-6	-1	0	-0.6
-12	2	18	-4	CCOC(=O)C(NC(=O)Nc1ccc(F)cc1F)(Oc1ccc(F)cc1)C(F)(F)F (configuration not stated)	17	10	9	-4	-1	-4	-4.8
-78	1	-122	2	C/C(=N\NC(=O)c1ccco1)c1cc2ccccc2o1	-23	-2	-72	-14	-20	5	-0.8
10	-12	2	0	O=C(O)/C(=C\c1cccc([N+](=O)[O-])c1)c1ccc(S(=O)(=O)N2CCCCC2)s1	-6	2	-9	-2	-5	-1	-1.0
6	6	-9	-6	O=C(NCCc1cscn1)C1CCC(=O)N(Cc2ccc(Cl)cc2)C1 (configuration not stated)	20	2	-22	1	-6	1	-2.4
3	-6	-4	1	Cc1ccc(NC(=O)C2(c3ccc([N+](=O)[O-])cc3)CCCC2)cc1	16	22	5	-8	-20	-2	1.6
-16	11	1	-11	C=CCN1c2ccccc2[C@]23C[C@@H](C(=O)OC)N(C(=O)c4cccs4)C2=NC(C(=O)OC)=C(C(=O)OC)[C@H]13	-3	17	5	6	6	8	-0.9
-61	-40	-159	5	O=C(Nc1ccc(SC(F)F)cc1)c1ccc(F)cc1	-97	3	-105	0	-31	-8	-2.2
-30	1	24	12	COc1ccc2c(c1)c(C(=O)CN1CCOCC1)c(C)n2C	9	11	-2	-1	-10	4	-1.2
-2	9	-21	-4	O=C(c1ccccc1CCc1ccccc1)N1CCCC1	-25	2	-29	0	7	-3	-0.9
9	-7	3	-17	CCCc1cc(=O)[nH]c2nnc(SCC(=O)NC3CCCCC3)n12	-7	5	23	-8	8	-4	-0.4
7	-2	-9	5	CCOc1ccc(N2C(=O)CC(SC(=NC)Nc3ccc4c(c3)OCO4)C2=O)cc1 (configuration not stated)	12	8	-1	-5	1	-1	-1.3
-60	-26	-52	-7	NNC(=O)c1ccc2nc(-c3ccc(Br)cc3)cn2c1	-66	-4	-108	1	-35	-4	0.8
-15	-3	-3	-1	CCn1c(CNC(=O)Cc2ccc(OC)cc2)nnc1SCC(=O)Nc1ccc(C(=O)O)cc1	-15	1	7	13	21	4	2.1

Some of the compounds tested, so the mix of outcomes need not match the whole.
